High-throughput results (PubChem BioAssay)
C2C12 statin: suppressors of simvastatin-induced myotoxicity in C2C12 myotubes; ATP luminescence, 48 h; scaled: DMSO 0, geranylgeraniol control 100; rescue of ATP level, % at 7.49 µM; 330,000 compounds, 0.78% hits; AID 602340;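 active means mean ATP rescue above about 67%, or every replicate alone reaching that limit, limit read from the data, passing the limit was not always enough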;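 further: myotubes were challenged with 10 µM simvastatin during compound exposure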
PGC1a acetyl inh: lowers PGC1a acetylation signal in U2OS cells; AlphaScreen anti-acetyl-lysine; with virally co-expressed GCN5 acetyltransferase; AID 651687; inhibition, % at 15.6 µM; 350,000 compounds, 0.17% hits;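 active means every replicate shows inhibition of at least 40%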;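 further: 0% = neutral control wells and 100% = positive control wells; some results beyond the cut were filed as inactive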
Cneo AK release: Cryptococcus neoformans lysis via adenylate kinase release | lysis activity, % at 15 µM | C. neoformans lysis, adenylate kinase release luminescence, 4 h; normalised: neutral wells 0, clomiphene wells 100 | 360,000 compounds, 0.2% hits;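 active means mean lysis activity across replicates of at least 80%, whatever share of replicates individually reach that level; inactive means mean lysis activity below 80%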
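read-out = cell lysis signal | test system = log-phase Cryptococcus neoformans yeast cells | input = cells at 5 × 10^6 per mL | medium = fresh YPD growth medium | signal = luminescent adenylate kinase detection reagent | timing = 4 h at 37 °C static, read 1 h later | dosing = single dose | controls = Clomiphene as positive lysis control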
SIRT5 inh: blocks human SIRT5 desuccinylation of peptide. Q9NXA8. Purified SirT5, succinyl-peptide AMC, trypsin-coupled fluorescence. inhibition, % at 15 µM. 330,000 compounds, 1.1% hits. AID 652115; in the data active means inhibition above about 15%
Xi reactivation: activators of X-chromosome reactivation in mouse fibroblasts; 360,000 compounds, 0.055% hits; XiGFP mouse fibroblasts, % GFP-positive cells imaging, 3 d; cells co-treated with 5-aza-dC sensitizer; scaled so ellipticine positive control = 100%; activation, % at 7.58 µM; AID 743238;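 active means mean normalized replicate activation at least 10% and every replicate at or above 10%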;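 further: 0% = median of on-plate neutral control wells and 100% = ellipticine 6 µM median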
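Assay system: SV40-immortalized XiGFP fibroblast cells, line 68-5-11; buffer or medium: DMEM plus 5-aza-dC sensitizer; compound: one concentration, pinned; timing: compounds 3 days, fix/stain 15 min at room temperature; benchmarks: positive control ellipticine, 6 µM final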
S100A4 MyoIIA: S100A4-myosin IIA interaction inhibition. S100A4/TAMRA-MyoIIA peptide fluorescence polarization. inhibition, % at 10.7 µM. 360,000 compounds, 0.14% hits. AID 652163;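 active means mean inhibition of at least 70% across replicates, with every replicate also reaching that level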
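Assay system: human S100A4 monomer with TAMRA-labelled myosin IIA peptide / Buffer or medium: Calcium-containing HEPES buffer, pH 7.2 / Reagent: TAMRA-labelled myosin IIA heavy-chain peptide probe, 5 nM / Compound: one dose per compound / Timing: polarization read 5 min after assay mix addition, stable 5–60 min / Benchmarks: neutral control DMSO, positive control TFP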
LGR2 antag: blocks bursicon-induced cAMP signaling via Drosophila LGR2; HEK293 LGR2, CRE-luciferase, bursicon-stimulated, 4 h; inhibition, % at 9.99 µM; 380,000 compounds, 0.35% hits; AID 720647;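 active means drop in luminescence signal, shown as inhibition above about 50% in the replicate tests, limit read from the data, passing the limit was not always enough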;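 further: agonist challenge used bursicon conditioned medium at about half maximal strength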
ERAP1 HTS inh: inhibitors of human ERAP1 aminopeptidase; Q9NZ08; recombinant ERAP1, Leu-AMC fluorescence, 60 min; inhibition, % at 10.7 µM; 340,000 compounds, 0.15% hits; AID 652197;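 active means mean replicate inhibition of at least 30%, or all replicates individually reaching that 30% level; inactive means mean below 30% and not every replicate reaching it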;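 further: 0% = neutral control wells and 100% = L-leucinethiol positive control wells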
Target sequence (Q9NZ08 whole entry, looked up): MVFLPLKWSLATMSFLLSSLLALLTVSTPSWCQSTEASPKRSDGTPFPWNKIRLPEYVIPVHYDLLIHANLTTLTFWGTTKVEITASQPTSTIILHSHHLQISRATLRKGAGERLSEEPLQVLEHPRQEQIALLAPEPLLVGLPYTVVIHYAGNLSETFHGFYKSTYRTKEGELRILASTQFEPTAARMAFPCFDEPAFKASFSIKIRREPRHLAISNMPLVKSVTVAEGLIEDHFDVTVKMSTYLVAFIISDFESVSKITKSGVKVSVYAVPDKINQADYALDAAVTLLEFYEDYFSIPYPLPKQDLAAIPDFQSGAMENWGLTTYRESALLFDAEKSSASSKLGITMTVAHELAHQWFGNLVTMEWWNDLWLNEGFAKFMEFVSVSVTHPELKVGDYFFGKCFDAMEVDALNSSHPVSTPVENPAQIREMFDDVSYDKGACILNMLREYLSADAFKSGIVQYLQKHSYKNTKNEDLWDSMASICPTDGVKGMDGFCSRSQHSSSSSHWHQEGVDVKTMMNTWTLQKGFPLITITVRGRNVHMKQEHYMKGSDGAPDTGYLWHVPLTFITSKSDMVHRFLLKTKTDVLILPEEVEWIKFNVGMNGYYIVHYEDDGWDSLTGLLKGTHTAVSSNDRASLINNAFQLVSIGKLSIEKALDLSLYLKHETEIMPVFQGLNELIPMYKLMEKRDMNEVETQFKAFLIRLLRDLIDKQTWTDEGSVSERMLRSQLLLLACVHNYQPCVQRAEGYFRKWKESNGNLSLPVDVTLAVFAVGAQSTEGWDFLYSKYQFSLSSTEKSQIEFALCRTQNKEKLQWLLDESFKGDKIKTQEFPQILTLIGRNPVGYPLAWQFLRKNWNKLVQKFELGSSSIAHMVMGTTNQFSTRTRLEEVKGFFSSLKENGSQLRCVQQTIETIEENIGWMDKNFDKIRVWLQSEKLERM
Numbers without * were called inactive; x = no result given. Not all compounds are listed; count on the stated rates, not on these rows.

SMILES | C2C12 statin | PGC1a acetyl inh | Cneo AK release | SIRT5 inh | Xi reactivation | S100A4 MyoIIA | LGR2 antag | ERAP1 HTS inh
CC1(C(=O)NCc2ccccc2)Cc2c(-c3ccccc3)ccnc2O1 (configuration not stated) | -31 | x | 1 | 3 | 0.2 | 1 | -6 | -2
CC(C)NC(=O)N(C)C[C@H]1Oc2ccc(NC(=O)CCC(F)(F)F)cc2C(=O)N([C@H](C)CO)C[C@H]1C | -5 | 1 | -2 | -3 | -0.8 | 9 | 13 | 0
Cc1cc(C)c(S(=O)(=O)N2CCN(C(=O)N(C)C)CC2)c(C)c1 | x | 4 | x | 5 | 0.0 | -3 | 9 | -1
COc1ccc(S(=O)(=O)Nc2ccc3c(c2)C(=O)N([C@@H](C)CO)C[C@@H](C)[C@H](CN(C)Cc2ccc(-c4ccccc4)cc2)O3)cc1 | x | -1 | 1 | 21* | -0.1 | 6 | -3 | 3
CO[C@@H]1CN(C)C(=O)c2ccc(NS(=O)(=O)CC(F)(F)F)cc2OC[C@@H](C)N(CC2CCCCC2)C[C@H]1C | 20 | 5 | 0 | 1 | 0.0 | 5 | 17 | -3
O=C(CNC(=O)c1ccc(Br)o1)NCc1ccc(Cl)cc1Cl | x | -5 | -1 | -3 | -0.1 | 19 | -13 | 4
Cc1ccc(NC(=O)c2nnn(CC(=O)Nc3ccc4c(c3)OCO4)c2N)cc1C | 23 | x | -8 | -9 | 0.0 | 1 | 11 | -1
C[C@@H]1CN([C@@H](C)CO)C(=O)c2cccc(NS(=O)(=O)c3cccs3)c2O[C@H]1CN(C)Cc1ccc(-c2ccccc2)cc1 | -10 | -5 | 0 | 0 | 0.3 | -1 | -16 | 1
CCN(CC)CCOCCOC(=O)C(CC)(CC)c1ccccc1 | x | 4 | 0 | -3 | 0.0 | -8 | -5 | -5
CCOC(=O)/C=C(\C)Sc1cc(O)c2ccccc2c1O | -58 | 14 | -11 | 2 | 0.1 | -1 | -6 | 11
Cc1ccc2[nH]c(=O)c(CN(CCCO)C(C)c3nnnn3Cc3ccco3)cc2c1 (configuration not stated) | x | -7 | -1 | -2 | x | -1 | -8 | x
O=C(COC(=O)c1ccccc1[N+](=O)[O-])NCCCc1ccccc1 | 9 | 3 | 2 | 2 | 0.2 | 0 | -19 | -5
COc1ccc(S(=O)(=O)N(C)C[C@H]2Oc3ccc(NC(=O)Nc4c(C)noc4C)cc3CC(=O)N([C@@H](C)CO)C[C@H]2C)cc1 | 15 | 8 | -1 | -1 | -0.5 | 6 | -27 | 0
COc1cccc(/C=C/C(=O)OCC(=O)NCc2ccco2)c1OC | x | x | x | 4 | 0.5 | 4 | -6 | -2
CC(C(=O)NCc1cccc(Cl)c1)N1C(=O)c2ccccc2C1=O (configuration not stated) | 1 | -1 | -5 | 2 | 0.4 | 0 | 3 | 5
CCOc1ccc(NC(=O)CN(C)C(=O)CSCc2c(C)noc2C)cc1OCC | 0 | x | 8 | 0 | -0.1 | 6 | 18 | 2
CC(C)NC(=O)N(C)C[C@H]1Oc2c(NC(=O)CCCCCC(=O)Nc3ccccc3N)cccc2C(=O)N([C@@H](C)CO)C[C@@H]1C | x | 2 | x | 12 | 0.0 | -9 | -8 | 2
CCNC(=S)Nc1ccc(-c2nc3ccccc3[nH]2)cc1 | x | x | x | -2 | -0.3 | -6 | -28 | -5
Clc1ccc(CSc2ccc(-c3ccccn3)nn2)cc1 | 61 | -4 | 1 | -6 | 1.1 | -19 | -52 | 1
COc1cccc(NC(=O)c2ccc3c(c2)OCO3)c1 | -13 | 13 | -8 | 0 | 0.0 | 11 | -29 | -1

Given as comma-separated lines: entries from further up
canonical_smiles,C2C12 statin,PGC1a acetyl inh,Cneo AK release,SIRT5 inh,Xi reactivation,S100A4 MyoIIA,LGR2 antag,ERAP1 HTS inh
O=C(CNC(=O)c1ccc(Br)o1)NCc1ccc(Cl)cc1Cl,x,-5,-1,-3,-0.1,19,-13,4
Cc1ccc(NC(=O)c2nnn(CC(=O)Nc3ccc4c(c3)OCO4)c2N)cc1C,23,x,-8,-9,0.0,1,11,-1
C[C@@H]1CN([C@@H](C)CO)C(=O)c2cccc(NS(=O)(=O)c3cccs3)c2O[C@H]1CN(C)Cc1ccc(-c2ccccc2)cc1,-10,-5,0,0,0.3,-1,-16,1
CCN(CC)CCOCCOC(=O)C(CC)(CC)c1ccccc1,x,4,0,-3,0.0,-8,-5,-5
CCOC(=O)/C=C(\C)Sc1cc(O)c2ccccc2c1O,-58,14,-11,2,0.1,-1,-6,11
Cc1ccc2[nH]c(=O)c(CN(CCCO)C(C)c3nnnn3Cc3ccco3)cc2c1 (configuration not stated),x,-7,-1,-2,x,-1,-8,x
O=C(COC(=O)c1ccccc1[N+](=O)[O-])NCCCc1ccccc1,9,3,2,2,0.2,0,-19,-5
COc1ccc(S(=O)(=O)N(C)C[C@H]2Oc3ccc(NC(=O)Nc4c(C)noc4C)cc3CC(=O)N([C@@H](C)CO)C[C@H]2C)cc1,15,8,-1,-1,-0.5,6,-27,0
COc1cccc(/C=C/C(=O)OCC(=O)NCc2ccco2)c1OC,x,x,x,4,0.5,4,-6,-2
CC(C(=O)NCc1cccc(Cl)c1)N1C(=O)c2ccccc2C1=O (configuration not stated),1,-1,-5,2,0.4,0,3,5
CCOc1ccc(NC(=O)CN(C)C(=O)CSCc2c(C)noc2C)cc1OCC,0,x,8,0,-0.1,6,18,2
CC(C)NC(=O)N(C)C[C@H]1Oc2c(NC(=O)CCCCCC(=O)Nc3ccccc3N)cccc2C(=O)N([C@@H](C)CO)C[C@@H]1C,x,2,x,12,0.0,-9,-8,2

Next section.
SMILES | C2C12 statin | PGC1a acetyl inh | Cneo AK release | SIRT5 inh | Xi reactivation | S100A4 MyoIIA | LGR2 antag | ERAP1 HTS inh
CN1/C(=C\C(=O)COC(=O)CNC(=O)c2ccc3ccccc3c2)C(C)(C)c2ccccc21 | -28 | 4 | 2 | -3 | 0.2 | -48 | 8 | -10
COCC(=O)Nc1ccc2c(c1)C(=O)N(C)C[C@H](OC)[C@H](C)CN(C(=O)NC(C)C)[C@H](C)CO2 | 8 | -10 | -7 | -3 | 0.3 | 3 | -1 | 1
O=C(NCc1ccco1)c1ccc(Cl)cc1[N+](=O)[O-] | 11 | -6 | 4 | -10 | 0.0 | 2 | 15 | -1
C[C@@H]1CN([C@H](C)CO)C(=O)c2cc(NC(=O)Cn3cnnn3)ccc2O[C@@H]1CN(C)C | 3 | 5 | -1 | -2 | -0.3 | -3 | -4 | -2
Oc1ccc(N2CCN(Cc3ccc(OCCCN4CCCCC4)cc3)CC2)cc1 | -8 | -2 | x | -1 | 0.0 | 0 | -1 | 0
O=C(NCc1ccc(F)cc1)NC(=O)c1ccc(Cl)cc1 | -6 | 2 | 0 | 0 | -0.1 | -8 | 12 | -1
CCS(=O)(=O)N1CCCCN2[C@H](CO)[C@@H](c3ccc(-c4cccc(C#N)c4)cc3)[C@@H]2C1 | x | 10 | -2 | -23 | 0.1 | 42 | -2 | 0
C[C@@H]1CN([C@H](C)CO)C(=O)c2cc(NC(=O)Cn3cnnn3)ccc2O[C@@H]1CN(C)C(=O)Nc1ccc2c(c1)OCO2 | -40 | -7 | 1 | -1 | 0.6 | -2 | -7 | 1
O=C(C1=C[C@@H](c2ccccc2)C[C@@H](OCc2ccc(CO)cc2)O1)N1CCCCCCC1 | 27 | x | -1 | 2 | 0.0 | -1 | -7 | 1
C[C@H](CO)N1C[C@H](C)[C@H](CN(C)C(=O)Cc2ccccc2)OCCCC[C@H](C)Oc2ccc(NS(=O)(=O)c3ccccc3)cc2C1=O | x | 21 | 0 | 2 | 0.1 | 28 | 18 | -1
